Screening results from PubChem.
CHRM5 agonist – CHRM5 agonism in calcium assay; CHO-K1 hM5 cells, Fluo-8 calcium fluorescence; 0% DMSO wells, 100% maximal acetylcholine response; activation, % at 3 µM; actives 0.19% (n = 360,000);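 active = activation above the run's mean over test compounds plus 3 SD, cut at about 23% in these data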;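 also: signal is peak over basal fluorescence ratio across the kinetic read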
Target sequence (P08912 whole entry, looked up): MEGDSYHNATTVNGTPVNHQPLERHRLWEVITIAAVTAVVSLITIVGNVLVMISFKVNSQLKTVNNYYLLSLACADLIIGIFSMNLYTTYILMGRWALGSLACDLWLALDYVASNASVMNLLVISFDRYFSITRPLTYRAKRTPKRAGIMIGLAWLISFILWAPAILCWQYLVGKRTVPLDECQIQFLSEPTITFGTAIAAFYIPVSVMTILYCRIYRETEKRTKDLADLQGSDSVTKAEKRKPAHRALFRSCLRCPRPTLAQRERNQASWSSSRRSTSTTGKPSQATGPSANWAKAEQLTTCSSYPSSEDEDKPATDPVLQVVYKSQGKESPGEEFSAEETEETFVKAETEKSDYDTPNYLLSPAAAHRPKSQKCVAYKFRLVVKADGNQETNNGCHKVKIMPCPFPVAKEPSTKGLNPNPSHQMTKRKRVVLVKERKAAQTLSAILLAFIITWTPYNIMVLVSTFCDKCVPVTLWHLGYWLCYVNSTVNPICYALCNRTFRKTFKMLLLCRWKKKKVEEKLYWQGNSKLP
CRFR2-BP antag – antagonists of CRF-binding protein/CRF-R2 receptor complex. AID 588475. HEK293 CRF-R2/CRF-BP, CRF-induced calcium fluorescence. actives 0.59% (n = 350,000). inhibition, % at 11.8 µM;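 active = inhibition of the ligand-induced calcium signal above about 50% at the single tested concentration, limit read from the data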
CHRM4 antagonist – blocks acetylcholine activation of human M4 receptor; P08173; CHO-hM4 cells, ACh EC80, Fluo-8 calcium fluorescence; inhibition, % at 3 µM; actives 0.73% (n = 360,000); AID 624125;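 active = inhibition above its plate's cutoff, the mean inhibition of sample wells plus 3 SD, cut at about 27% in these data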;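 also: 0% = acetylcholine EC80 with DMSO and 100% = DMSO without agonist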
M4 PAM – CHRM4 positive allosteric modulation | activation, % at 3 µM | CHO-K1 hM4/Gqi5, Fluo-8 calcium fluorescence, ACh EC20; 0% = ACh EC20, 100% = maximal ACh | actives 0.4% (n = 360,000) | P08173;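 active = activation above its plate's cutoff, the mean activation of sample wells plus 3 SD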; also: some results filed as inactive read as strong as hits
CRFBP-R2 agonist – CRF-BP/CRF-R2 complex agonism | HEK293 CRF-R2/CRF-BP, calcium dye fluorescence (FLIPR); percent of saturating CRF peptide response | activation, % at 13.2 µM | actives 0.46% (n = 350,000);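 active = activation of at least 50%, plus an integration ratio under a set limit after plate pattern correction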;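 also: plate controls were neutral control wells without compound for no effect and CRF at EC100 for full effect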
M5 PAM – positive allosteric modulators of human muscarinic M5 receptor; CHO-K1 hM5, Fluo-8 calcium, ACh EC20 PAM; 0% = ACh EC20, 100% = ACh EC100; actives 0.3% (n = 360,000); activation, % at 3 µM; AID 624038;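 active = activation above the run cutoff, the mean activation of all test compounds plus 3 SD, cut at about 18% in these data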
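Measured by: Fluo-8 calcium fluorescence; material: human M5 receptor in CHO-K1 cells; schedule: Post-acetylcholine fluorescence recording 140 s; benchmarks: low control EC20 acetylcholine (0%), high control EC100 acetylcholine (100%); read-out: Max/basal fluorescence ratio as % of EC20–EC100 ACh window; compound: single dose, 3 µM nominal final test concentration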
M1 PAM – human CHRM1 positive allosteric modulation | P11229 | CHO-K1 hM1, Fluo-8 calcium fluorescence, ACh EC20; 0% = ACh EC20, 100% = maximal ACh | activation, % at 3 µM | actives 0.088% (n = 360,000); in the data active = activation above about 19%, passing the limit was not always enough
Target sequence (P11229 whole entry, looked up): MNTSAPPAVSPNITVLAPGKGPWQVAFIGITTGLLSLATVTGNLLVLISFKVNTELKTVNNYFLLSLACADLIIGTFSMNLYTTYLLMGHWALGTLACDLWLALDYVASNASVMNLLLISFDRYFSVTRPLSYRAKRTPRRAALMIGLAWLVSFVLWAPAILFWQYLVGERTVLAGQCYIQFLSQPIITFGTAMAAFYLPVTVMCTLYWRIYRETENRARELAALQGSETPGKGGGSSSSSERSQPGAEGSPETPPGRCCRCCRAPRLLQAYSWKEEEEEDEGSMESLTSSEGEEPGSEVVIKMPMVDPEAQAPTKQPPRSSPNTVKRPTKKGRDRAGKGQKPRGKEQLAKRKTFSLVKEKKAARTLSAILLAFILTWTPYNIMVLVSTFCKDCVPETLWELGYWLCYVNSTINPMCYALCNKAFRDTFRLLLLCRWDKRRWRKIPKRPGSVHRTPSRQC
M4 ag – CHRM4 agonism in calcium assay; actives 0.14% (n = 360,000); CHO-K1 hM4/Gqi5, Fluo-8 calcium fluorescence; vehicle 0%, full acetylcholine response 100%; P08173; activation, % at 3 µM;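 active = activation above the run mean over all test wells plus 3 SD, cut at about 32% in these data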;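 also: peak over basal fluorescence ratio per well then scaled between controls; 0% = DMSO wells and 100% = acetylcholine at EC100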
CHRM5 antagonist – CHRM5 antagonism in calcium assay | P08912 | CHO-hM5 cells, Fluo-8 calcium fluorescence, ACh EC80 | inhibition, % at 3 µM | actives 0.59% (n = 360,000);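 active = inhibition above a per-plate cutoff, the mean of that plate's test compounds plus 3 SD, cut at about 27% in these data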;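 also: 0% = acetylcholine EC80 with DMSO and 100% = DMSO without agonist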
The depositor's hits bear a star.

For COc1ccc(-c2csc(NC(=O)c3ccc(OCC(=O)N4CCOCC4)c(OC)c3)n2)cc1OC the results were CHRM5 agonist -3, CRFR2-BP antag -19, CHRM4 antagonist 4, M4 PAM -13, CRFBP-R2 agonist -0.9, M5 PAM -16, M1 PAM -17, M4 ag 10 and CHRM5 antagonist 10.
NS(=O)(=O)c1ccc(CCNC(=O)CSc2nc3ccccc3c(=O)n2CC2CCCO2)cc1 (configuration not stated) was read as CHRM5 agonist -4, CRFR2-BP antag -4, CHRM4 antagonist -7, M4 PAM 3, CRFBP-R2 agonist -0.9, M5 PAM 2, M1 PAM 8, M4 ag 2 and CHRM5 antagonist -4.
`O=C(CN(Cc1ccc(Cl)cc1)S(=O)(=O)c1ccccc1)NCC1CCCO1` (configuration not stated) gave CHRM5 agonist -5, CRFR2-BP antag 8, CHRM4 antagonist 5, M4 PAM -2, CRFBP-R2 agonist -7.0, M5 PAM -9, M1 PAM 3, M4 ag 2 and CHRM5 antagonist 20.
Screening COc1ccc(CNC(=O)C2(CC3CC(c4ccccc4)=NO3)CCN(C(=O)C3(C)CC3)CC2)cc1 (configuration not stated) returned CHRM5 agonist -1, CRFR2-BP antag 0, CHRM4 antagonist -2, M4 PAM -4, CRFBP-R2 agonist -3.2, M5 PAM -17, M1 PAM -9, M4 ag 16 and CHRM5 antagonist 13.
Screening CC(=O)Nc1ccc(C(=O)Nc2cccc(-c3cnc4ccccc4n3)c2)cc1 returned CHRM5 agonist -3, CRFR2-BP antag -2, CHRM4 antagonist -10, M4 PAM 4, CRFBP-R2 agonist 0.0, M5 PAM 4, M1 PAM 4, M4 ag 1 and CHRM5 antagonist 6.
Screening CCOC(=O)COc1ccc(/C=C2/C(=O)NN(c3ccc(F)cc3)C2=O)cc1OC returned CHRM5 agonist -1, CRFR2-BP antag -12, CHRM4 antagonist -4, M4 PAM 8, CRFBP-R2 agonist 0.5, M5 PAM 1, M1 PAM 17, M4 ag 1 and CHRM5 antagonist 13.
Screening CCC(C)NS(=O)(=O)c1ccc(NC(=O)c2cccs2)cc1 (configuration not stated) returned CHRM5 agonist 0, CRFR2-BP antag -21, CHRM4 antagonist 11, M4 PAM -8, CRFBP-R2 agonist -0.4, M5 PAM -2, M1 PAM -3, M4 ag 4 and CHRM5 antagonist 9.
For COc1ccccc1NC(=S)NC1CCCC1 the results were CHRM5 agonist -2, CRFR2-BP antag -21, CHRM4 antagonist -4, M4 PAM -10, CRFBP-R2 agonist 1.8, M5 PAM -2, M1 PAM 6, M4 ag 0 and CHRM5 antagonist 6.
For COc1cc(/C=N/N2CCN(C3c4ccccc4-c4ccccc43)CC2)cc(OC)c1OC the results were CHRM5 agonist 0, CRFR2-BP antag 19, CHRM4 antagonist 7, M4 PAM -7, CRFBP-R2 agonist 0.8, M5 PAM -3, M1 PAM 2, M4 ag 0 and CHRM5 antagonist -5.
`CCOC(=O)C1=C(C)N(C)C(=O)NC1c1cccc(O)c1` (configuration not stated) gave CHRM5 agonist -4, CRFR2-BP antag -12, CHRM4 antagonist 3, M4 PAM 2, CRFBP-R2 agonist 1.2, M5 PAM -3, M1 PAM 4, M4 ag 0 and CHRM5 antagonist 1.
COc1ccc(NC(=O)Nc2ccc3nc([C@@H]4O[C@H](CO)[C@@H](O)[C@H](O)[C@H]4O)[nH]c3c2)cc1OC1CCCC1 was read as CHRM5 agonist 1, CHRM4 antagonist -11, M4 PAM 6, M5 PAM -7, M1 PAM 8, M4 ag 0 and CHRM5 antagonist 3.
`O=C(Nc1ccc(C(=O)O)cc1)/C(=C\c1ccc([N+](=O)[O-])cc1)NC(=O)c1ccc(Br)cc1` gave CHRM5 agonist -1, CRFR2-BP antag -18, CHRM4 antagonist -4, M4 PAM 2, CRFBP-R2 agonist 1.1, M5 PAM -9, M1 PAM -9, M4 ag 0 and CHRM5 antagonist 9.
Screening CCOC(=O)C1CCN(c2ncnc3c(C)csc23)CC1 returned CHRM5 agonist 6, CRFR2-BP antag 8, CHRM4 antagonist 35*, M4 PAM -46, CRFBP-R2 agonist 3.3, M5 PAM -32, M1 PAM -23, M4 ag 22 and CHRM5 antagonist 20.
For COc1cccc2cc(C(=O)NCc3ccco3)c(=O)oc12 the results were CHRM5 agonist 2, CRFR2-BP antag 4, CHRM4 antagonist 0, M4 PAM 4, CRFBP-R2 agonist -0.5, M5 PAM 1, M1 PAM -6, M4 ag 1 and CHRM5 antagonist 2.
Screening C/C(=N\NC(=O)c1cc2ccccc2cc1O)c1ccc2c(c1)OCO2 returned CHRM5 agonist -1, CRFR2-BP antag 6, CHRM4 antagonist 3, M4 PAM 6, CRFBP-R2 agonist 0.4, M5 PAM -5, M1 PAM 0, M4 ag 0 and CHRM5 antagonist -2.
Screening Cc1ccccc1CNC(=O)c1[nH]c(C(F)(F)F)nc1-c1ccccc1 returned CHRM5 agonist 5, CHRM4 antagonist 8, M4 PAM -6, M5 PAM -2, M1 PAM -10, M4 ag 7 and CHRM5 antagonist 13.
Screening CCOCc1cc(=O)[nH]c(SC)n1 returned CHRM5 agonist 0, CRFR2-BP antag 8, CHRM4 antagonist -16, M4 PAM 9, CRFBP-R2 agonist 0.6, M5 PAM 6, M1 PAM 11, M4 ag 1 and CHRM5 antagonist -7.
Screening O=S(=O)(c1ccccc1)c1nc(NCc2ccccc2)sc1Cl returned CHRM5 agonist -4, CRFR2-BP antag 41, CHRM4 antagonist -5, M4 PAM -14, CRFBP-R2 agonist -0.6, M5 PAM -9, M1 PAM -21, M4 ag -1 and CHRM5 antagonist 5.
For O=C(Nc1ccc(C(=O)O)cc1)/C(=C\c1ccc2c(c1)OCO2)NC(=O)c1ccc(Br)cc1 the results were CHRM5 agonist -2, CRFR2-BP antag 48, CHRM4 antagonist -5, M4 PAM 9, CRFBP-R2 agonist -3.8, M5 PAM -3, M1 PAM -3, M4 ag 1 and CHRM5 antagonist -2.
`COc1ccc(CCNC(=O)CCn2c(=O)oc3ccccc32)cc1` gave CHRM5 agonist 3, CRFR2-BP antag -5, CHRM4 antagonist -1, M4 PAM 4, CRFBP-R2 agonist -2.3, M5 PAM -1, M1 PAM 4, M4 ag 0 and CHRM5 antagonist 2.

Overlap with the part before: two compounds, followed by the next part.
For O=C(Nc1ccc(C(=O)O)cc1)/C(=C\c1ccc2c(c1)OCO2)NC(=O)c1ccc(Br)cc1 the results were CHRM5 agonist -2, CRFR2-BP antag 48, CHRM4 antagonist -5, M4 PAM 9, CRFBP-R2 agonist -3.8, M5 PAM -3, M1 PAM -3, M4 ag 1 and CHRM5 antagonist -2.
`COc1ccc(CCNC(=O)CCn2c(=O)oc3ccccc32)cc1` gave CHRM5 agonist 3, CRFR2-BP antag -5, CHRM4 antagonist -1, M4 PAM 4, CRFBP-R2 agonist -2.3, M5 PAM -1, M1 PAM 4, M4 ag 0 and CHRM5 antagonist 2.
For COc1ccc2c(c1)[C@H]1[C@H](CO2)[C@H](c2ccccc2)[C@]2(C)C(=O)Nc3ccc(F)cc3C(=O)N12 the results were CHRM5 agonist -8, CRFR2-BP antag -6, CHRM4 antagonist -7, M4 PAM 0, CRFBP-R2 agonist -0.1, M5 PAM -15, M1 PAM -11, M4 ag 1 and CHRM5 antagonist 3.
For CSc1nnc(-c2cnccn2)n1C the results were CHRM5 agonist 4, CRFR2-BP antag 20, CHRM4 antagonist 7, M4 PAM -2, CRFBP-R2 agonist -2.5, M5 PAM 2, M1 PAM 4, M4 ag 0 and CHRM5 antagonist -8.
Cn1c(=O)n(C)c2cc(NC(=O)CSc3nc4ccccc4c(=O)[nH]3)ccc21 was read as CHRM5 agonist -1, CRFR2-BP antag -17, CHRM4 antagonist 1, M4 PAM 9, CRFBP-R2 agonist -0.6, M5 PAM 3, M1 PAM 10, M4 ag 0 and CHRM5 antagonist -1.
CCc1ccccc1NC(=O)C(C)n1nc([N+](=O)[O-])c(Br)c1C (configuration not stated) was read as CHRM5 agonist 2, CRFR2-BP antag 9, CHRM4 antagonist 5, M4 PAM -2, CRFBP-R2 agonist 0.1, M5 PAM 1, M1 PAM -2, M4 ag 1 and CHRM5 antagonist -7.
For CCC(=O)Oc1ccc2c(c1)OC1(OC(C)=O)OC(C)CC1=C2C (configuration not stated) the results were CHRM5 agonist 3, CRFR2-BP antag 4, CHRM4 antagonist 12, M4 PAM -6, CRFBP-R2 agonist -0.2, M5 PAM 6, M1 PAM 15, M4 ag 3 and CHRM5 antagonist 2.
Screening CC(C)(C)c1ccc(OC2=CS(=O)(=O)c3ccccc32)cc1 returned CHRM5 agonist -4, CRFR2-BP antag 18, CHRM4 antagonist 4, M4 PAM -6, CRFBP-R2 agonist -0.7, M5 PAM -13, M1 PAM 1, M4 ag -1 and CHRM5 antagonist 8.
Screening COc1ccc(CCN=C(N)NS(=O)(=O)c2ccc(C)cc2)cc1OC returned CHRM5 agonist -2, CRFR2-BP antag -11, CHRM4 antagonist -19, M4 PAM 9, CRFBP-R2 agonist -0.4, M5 PAM 4, M1 PAM 3, M4 ag 3 and CHRM5 antagonist -14.
`O=C(Cn1nc(-c2ccc(F)cc2)ccc1=O)Nc1ccc(C(=O)NC2CC2)cc1` gave CHRM5 agonist 1, CRFR2-BP antag -14, CHRM4 antagonist 0, M4 PAM -3, CRFBP-R2 agonist 2.3, M5 PAM -1, M1 PAM 11, M4 ag 1 and CHRM5 antagonist 1.
Screening Cc1c(Nc2ccc3nonc3c2[N+](=O)[O-])c(=O)n(-c2ccccc2)n1C returned CHRM5 agonist -5, CRFR2-BP antag -2, CHRM4 antagonist 0, M4 PAM -2, CRFBP-R2 agonist 1.4, M5 PAM -7, M1 PAM 2, M4 ag 1 and CHRM5 antagonist 1.
CCC(=O)Nc1c(-c2ccc(Cl)cc2)c(=O)c2ccccc2n1C was read as CHRM5 agonist 0, CRFR2-BP antag 19, CHRM4 antagonist -2, M4 PAM 2, CRFBP-R2 agonist 1.4, M5 PAM -1, M1 PAM 17, M4 ag 1 and CHRM5 antagonist 7.

Taken from the results shown, 3 compounds:
`O=C(Cn1nc(-c2ccc(F)cc2)ccc1=O)Nc1ccc(C(=O)NC2CC2)cc1` gave CHRM5 agonist 1, CRFR2-BP antag -14, CHRM4 antagonist 0, M4 PAM -3, CRFBP-R2 agonist 2.3, M5 PAM -1, M1 PAM 11, M4 ag 1 and CHRM5 antagonist 1.
Screening Cc1c(Nc2ccc3nonc3c2[N+](=O)[O-])c(=O)n(-c2ccccc2)n1C returned CHRM5 agonist -5, CRFR2-BP antag -2, CHRM4 antagonist 0, M4 PAM -2, CRFBP-R2 agonist 1.4, M5 PAM -7, M1 PAM 2, M4 ag 1 and CHRM5 antagonist 1.
CCC(=O)Nc1c(-c2ccc(Cl)cc2)c(=O)c2ccccc2n1C was read as CHRM5 agonist 0, CRFR2-BP antag 19, CHRM4 antagonist -2, M4 PAM 2, CRFBP-R2 agonist 1.4, M5 PAM -1, M1 PAM 17, M4 ag 1 and CHRM5 antagonist 7.
